RAM network inh = inhibitors of the yeast RAM network, primary screen, dse1pr::URA3 reporter, 5-FOA selection. 1.8% of 190,000 active. S. cerevisiae dse1pr::URA3 reporter, 5-FOA growth OD615, 2 d; analog-sensitive cbk1-as2 kinase mutant strain. AID 868, 2007. inhibition, % at 50 µM;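 active means inhibition above a set limit, 3 SD over mean compound inhibition, cut at about 8.4% in these data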;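 further: 0% = DMSO-only wells with no growth and 100% = 10 µM 1-NA-PP1 full growth; inhibition rescues growth on 5-FOA so higher OD means more RAM inhibition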
Efa HMGR inh = inhibitors of E. faecalis class II HMGR, primary screen, biochemical, Enterococcus faecalis. HMG-CoA reductase (Enterococcus faecalis, mvaE). purified E. faecalis HMGR, NADPH absorbance 340 nm kinetic. inhibition, % at 10 µM. 0.41% of 190,000 active;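 active means inhibition above a set limit, the median over all tested compounds plus 3 SD, cut at about 9.5% in these data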;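 further: enzyme runs in reverse so mevalonate oxidation gives rising NADPH absorbance; 0% = complete reaction with DMSO and 100% = background rate lacking mevalonate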
Hsp70 act = Hsp70 transcriptional activators, primary screen, cell-based, HeLa, Hsp70 promoter luciferase, luminescence, 10 µM; HeLa Hsp70 promoter luciferase reporter; scaled: vehicle 0, proteasome-inhibitor control 100%; activation, % at 10 µM; 0.04% of 200,000 active; AID 1203, 2008;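 active means activation above the mean across all tested compounds plus 3 SD, cutoff set per campaign, cut at about 5.5% in these data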;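 further: 100% = MG132 at 30 µM as the positive control and 0% = DMSO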
S1P3 antagonist = S1P3 receptor antagonists, primary screen, cell-based; inhibition, % at 4.98 µM; CHO S1P3 NFAT-BLA reporter, FRET fluorescence, antagonist mode; Sphingosine 1-phosphate receptor 3 (Homo sapiens), Q99500; 0.27% of 170,000 active;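 active means inhibition above the plate cutoff, the mean inhibition of test wells on that plate plus 3 SD, cut at about 28% in these data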;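 further: cells challenged with S1P at its EC80 of 0.8 µM; blue over green emission ratio from cleaved BLA substrate after 4 h stimulation; 0% = S1P-stimulated wells and 100% = unstimulated DMSO-only wells; some compounds past the cut are filed as inactive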
Target sequence (Q99500 whole entry, looked up): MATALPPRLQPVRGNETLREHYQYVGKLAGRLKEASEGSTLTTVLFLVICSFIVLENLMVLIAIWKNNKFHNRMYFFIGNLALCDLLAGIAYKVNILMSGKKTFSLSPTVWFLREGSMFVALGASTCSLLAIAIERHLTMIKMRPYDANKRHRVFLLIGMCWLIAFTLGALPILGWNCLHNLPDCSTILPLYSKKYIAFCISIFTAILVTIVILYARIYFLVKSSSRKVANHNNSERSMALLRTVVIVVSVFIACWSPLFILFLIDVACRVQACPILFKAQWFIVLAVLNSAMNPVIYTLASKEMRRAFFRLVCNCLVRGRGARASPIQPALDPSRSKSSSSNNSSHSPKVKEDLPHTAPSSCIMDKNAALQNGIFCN
PMI act = activators of human PMI, primary screen, biochemical, fluorescence intensity, near-Km mannose 6-phosphate; activation factor at 20 µM; 0.005% of 190,000 active; purified human PMI, coupled resazurin fluorescence, 20 min; active compounds read high; 1 = vehicle control, 0 substrate-free wells;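 active means activation factor of 2 or more at 20 µM, relative to plate controls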
Target sequence (P34949 whole entry, looked up): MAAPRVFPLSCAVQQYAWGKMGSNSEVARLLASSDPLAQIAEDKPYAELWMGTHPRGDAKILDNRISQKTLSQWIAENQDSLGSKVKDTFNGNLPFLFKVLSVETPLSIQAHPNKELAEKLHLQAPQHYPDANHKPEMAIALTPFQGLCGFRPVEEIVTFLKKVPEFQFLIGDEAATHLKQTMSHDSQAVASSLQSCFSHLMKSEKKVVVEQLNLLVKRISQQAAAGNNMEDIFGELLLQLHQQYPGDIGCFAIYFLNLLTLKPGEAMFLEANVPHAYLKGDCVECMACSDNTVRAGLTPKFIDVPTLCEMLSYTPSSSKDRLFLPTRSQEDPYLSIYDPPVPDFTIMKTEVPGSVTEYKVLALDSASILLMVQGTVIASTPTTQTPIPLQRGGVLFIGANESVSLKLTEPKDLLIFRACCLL
PMI act hi M6P = human PMI activators, high substrate, primary screen, biochemical, fluorescence intensity, near-saturating mannose 6-phosphate; activation factor at 20 µM; coupled PMI enzyme assay, resazurin fluorescence, 20 min; active compounds read high; 1 = untreated enzyme, 0 = substrate-free blank; Mannose-6-phosphate isomerase (Homo sapiens), P34949; AID 1216, 2008; 0.34% of 190,000 active;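 active means activation factor of 2 or more at 20 µM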
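Test system: Human PMI in coupled enzyme assay | Input: 15 ng/mL PMI | Medium: HEPES-buffered pH 7.4 with magnesium and detergent | Compound: One concentration, 20 µM, in 1% DMSO | Incubation: Enzyme reaction with compound 20 min at room temperature | Detection: Diaphorase-driven resazurin-to-resorufin fluorescence, excitation 544, emission 590 nm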
TNAP inh no acc = human TNAP enzyme inhibitors, primary screen, biochemical, luminescent, no phosphate acceptor, uHTS; purified TNAP, CDP-star luminescence, 30 min; Alkaline phosphatase, tissue-nonspecific isozyme (Homo sapiens), P05186; inhibition, % at 20 µM; 0.26% of 200,000 active;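 active means tissue-nonspecific alkaline phosphatase inhibition above about 50% at 20 µM in the single-dose screen, limit read from the data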;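 further: 0% = DMSO negative control and 100% = EDTA positive control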
TNAP inh hi DEA = human TNAP enzyme inhibitors, primary screen, biochemical, luminescent, high phosphate acceptor level, uHTS; Alkaline phosphatase, tissue-nonspecific isozyme (Homo sapiens), P05186; purified TNAP, CDP-star luminescence, 1 M DEA; inhibition, % at 20 µM; 0.03% of 200,000 active;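 active means over 50% inhibition of tissue-nonspecific alkaline phosphatase at 20 µM in the single-dose screen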;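 further: plate controls were DMSO wells for no effect and EDTA-quenched wells as full inhibition for full effect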
DTT redox prof = compounds producing H2O2 with reducing agent – biochemical, NIH compound library profiling, artefact control for MLSCN library redox annotation, primary screen. DTT-dependent redox cycling H2O2, phenol red/HRP absorbance; 100% = 100 µM peroxide control, 0% = buffer. activation, % at 10 µM. 0.03% of 200,000 active. AID 878, 2007;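 active means activation of at least 50% relative to the plate's high and low controls in the primary single-dose screen; inactive means activation below 50%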;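 further: compound incubated with DTT at 0.8 mM final as the reducing agent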
Lmaj promast = Leishmania major promastigote growth inhibition, primary screen; 9% of 200,000 active; inhibition, % at 10 µM; Leishmania major promastigotes, resazurin fluorescence viability; in the data active means inhibition above about 50%;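 further: promastigotes grown with compound for 44 hours at 28 °C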
An asterisk follows results filed as active; · = no result given.

SMILES	RAM network inh	Efa HMGR inh	Hsp70 act	S1P3 antagonist	PMI act	PMI act hi M6P	TNAP inh no acc	TNAP inh hi DEA	DTT redox prof	Lmaj promast
CCOC(=O)c1c(C)[nH]c(C(C)=O)c1C	-0.2	-1	0.1	-31	0.9	1	-8	-4	2.0	1
COc1cccc(-c2cc(C(=O)Nc3cnn(Cc4ccc(F)cc4)c3)no2)c1	6.8	-2	-0.3	20	1	1.1	-19	-5	6.5	0
CCOc1ccc(CCNC(=O)C2CCC(=O)N2C2CCCCC2)cc1OCC (centres undefined)	0.9	-1	-0.1	2	1	0.9	-9	-8	-0.2	1
COC(=O)C1=C(C)NC2=C(C(=O)c3ccccc32)C1c1ccc(-c2ccc(C(=O)O)cc2)o1 (centres undefined)	2.6	0	-0.4	-6	1	1.2	8	5	-0.1	1
COc1ccc(/C=C/C(=O)OCC(=O)Nc2cc(C(F)(F)F)ccc2Cl)cc1	0.7	-9	-0.2	-9	1	1	-8	-2	-0.6	-5
Cc1ccccc1C(=O)Nc1cccc(-c2nnc(SCC(=O)O)n2C)c1	-0.5	1	0.7	-9	1.1	1.1	-7	-2	2.3	-3
CCOC(=O)C1=C(Cn2cnc3ccccc32)NC(=O)NC1c1ccc(Cl)cc1 (centres undefined)	-0.9	-2	-0.4	·	0.9	1	2	11	0.4	5
COCCN(Cc1cc2cc(C)ccc2n2nnnc12)C(=S)Nc1cccc(C)c1	1.9	-3	-0.2	-18	0.8	0.7	3	-2	-0.6	26
CC(=O)Oc1ccc2ccccc2c1C(NC(=O)Cc1ccccc1)c1ccc(Cl)cc1 (centres undefined)	4.6	4	-0.3	·	0.8	0.9	-9	2	-3.8	44
COC(=O)C(C#N)c1nc2ccccc2nc1N1CCCC1 (centres undefined)	3.2	2	-0.4	-2	0.8	0.9	8	11	-0.1	2
O=C(COc1cccnc1[N+](=O)[O-])N1CCc2ccccc21	4.7	-7	-0.2	-1	1.1	1.1	-10	-5	-0.6	3
N#C/C=C(/N)c1ccc(Br)cc1	2.5	-1	-0.2	·	0.9	1	-7	3	2.7	-2
COc1ccc(C2C/C(=N\O)C(C)(C)O2)cc1 (centres undefined)	0.3	0	0.5	-15	1.1	1.1	-12	-7	-0.4	-2
O=C(Nc1cc(S(=O)(=O)N2CCOCC2)ccc1Cl)c1cc(=O)c2ccccc2o1	1.9	0	-0.1	-31	1	1	-6	1	-2.7	32
COC(=O)Cn1cnc2sc3c(c2c1=O)CCCC3	0.3	-8	-0.2	1	1	1	-9	-4	0.1	-6
Cc1ccc(NC(=O)CCC(=O)NNC(=O)c2ccccc2)c(C)c1	1.1	-1	-0.2	-17	0.9	1	-15	-6	-0.4	-2
Cc1cc[n+](-c2[nH]c(=O)sc2/C=N/NC([S-])=Nc2ccccc2)cc1C	1.8	-2	0.3	-38	0.9	0.9	7	11	0.2	-4
CCN(CC)CCCNC(=O)C1CCC(=O)N(c2ccc(OC)cc2)C1c1ccc(F)cc1 (centres undefined)	0.5	-12	0.1	·	1	1.1	-11	-5	-2.2	-2
Cc1[nH]c2ccccc2c1C(=O)CN1C(=O)NC2(CC(C)CC(C)(C)C2)C1=O (centres undefined)	1.9	0	-0.3	3	0.8	0.9	0	1	-0.1	90*
CCOC(=O)C1CCCCN1Cc1cccc(F)c1 (centres undefined)	0.1	-1	-0.1	·	1.1	1.1	-16	0	0.1	-4
Nc1nc(-c2ccc(Cl)cc2)cc(C(F)(F)F)n1	2.5	-2	0.4	15	0.9	1	-10	-4	4.8	-9
CCOC(=O)c1ccc(S(=O)(=O)NNC(=O)c2ccc3c(c2)nc(C)n3CC)cc1	2.6	2	-0.1	-2	1.3	1.1	-9	-6	-0.7	-3
CCOC(=O)CSc1nnc2n(Cc3ccccc3)c(=O)c3c4c(sc3n12)CCC4	2.8	0	0.1	·	1	1	-2	-8	3.3	7
CN(C)S(=O)(=O)c1cccc(NC(=O)Cn2cnc3ccccc3c2=O)c1	-1.6	-1	1.5	·	1	1.1	-9	-1	0.1	10
CCN1CCN(c2ncc3c(n2)CC(c2ccc(OC)c(OC)c2)CC3=O)CC1 (centres undefined)	2.0	-4	0.1	-28	1.1	1	-9	-7	0.1	99*
Cc1ccccc1N=Nc1c(C)[nH]n(C(N)=S)c1=O	3.2	-2	-0.1	-1	1	0.9	-11	7	-0.1	53*
Brc1ccc(-c2csc3ncnc(-n4nnc5ccccc54)c23)cc1	0.6	2	-0.3	-6	1	1	-6	-4	-0.2	3
COc1cc(C2NCC(c3ccc(Cl)cc3Cl)c3c2[nH]c2ccccc32)cc(OC)c1OC (centres undefined)	0.3	-5	-0.1	6	0.9	0.9	-4	-6	0.5	99*
CC(=O)Nc1nc(C=C(Cl)Cl)cs1	0.7	-2	-0.1	-9	1.2	1.4	-10	-4	-2.4	-7
CC(C)NCC(O)COCCOc1ccc(C(C)(C)C)cc1 (centres undefined)	-0.6	-2	-0.1	-1	0.9	1	-6	4	0.3	23
CCOc1ncccc1C(=O)Nc1nnc(C2CC2)s1	0.0	4	-0.3	-6	1	1	-2	-2	-1.6	22
COc1ccc(C(O)Cc2nc3ccccc3n2C)cc1OC (centres undefined)	-0.9	-3	-0.1	-25	1.1	1	-9	-2	0.5	0
O=c1oc2ccccc2c(NCCO)c1[N+](=O)[O-]	0.7	0	0.0	-10	1.1	1.1	-7	0	-1.7	0
Cc1c(CN2CCCC(C(=O)c3cccc(Cl)c3)C2)c(=O)n(-c2ccccc2)n1C (centres undefined)	0.6	-6	-0.3	-3	0.9	0.9	-7	-7	3.6	17
C=CCN(CC=C)S(=O)(=O)c1ccc2nsnc2c1	0.7	-1	-0.2	-14	1	1	-7	2	0.3	-7
Cc1cccc(C)c1NC(=O)C(NS(=O)(=O)c1cccs1)c1ccccc1 (centres undefined)	2.9	-6	0.2	-1	1	1	-9	-4	0.0	26
COc1ccc(S(=O)(=O)NC(Cc2cnc[nH]2)C(=O)O)cc1 (centres undefined)	0.7	1	-0.2	-8	0.8	1	-3	1	0.5	51*
CN(C)S(=O)(=O)Oc1ccccc1C(=O)Nc1ccc(F)cc1F	-0.4	-1	0.1	-9	0.9	0.8	-4	-1	-0.5	-3
Cc1cc(C)cc(N(CC(=O)NCc2ccco2)C(=O)CCC(=O)Nc2ccccn2)c1	1.3	0	0.0	13	0.9	0.9	-4	-2	0.6	5
COc1ccc(C(=O)OCC(=O)c2cc(OC)ccc2OC)c(OC)c1	2.2	0	-0.1	·	1	1	5	-6	-2.4	19
CC(C)NC(=O)CN1C(=O)C(=O)c2ccccc21	2.7	-4	-0.1	·	0.8	0.8	-10	-2	2.3	4
O=C(NCC(=O)N1CCCC1C(=O)O)OC1CCCCC1 (centres undefined)	-0.2	-7	-0.2	-1	0.9	0.9	-18	-7	-5.1	-5
COc1ccc(CNC(=O)C(CCSC)NC(=O)c2ccco2)cc1 (centres undefined)	-0.3	-2	0.4	·	1	1.1	-5	5	-1.8	-3
CC(=O)Nc1nc2cccc([N+](=O)[O-])c2s1	3.2	-1	1.0	-7	1	1	-3	3	-1.5	12
O=C(CCCN1C(=O)c2cccc3cccc(c23)C1=O)N1CCN(c2ccc(F)cc2)CC1	1.4	-6	-0.2	-11	0.8	0.8	-1	-3	-0.1	58*
Cc1nn(Cc2ccccc2)c(C)c1NC(=O)c1cc(-c2ccc3c(c2)OCO3)on1	2.7	-4	0.4	25	0.9	1	-16	-2	0.0	-6
COc1ccc(C(=O)Nc2nc(-c3ccc([N+](=O)[O-])cc3)c(-c3ccc(OC)cc3)s2)cc1	3.0	-9	-0.1	1	1	1.1	5	12	0.5	-4
COc1ccc(C2CC(c3ccc(OC)cc3)n3nc(N)nc3N2)cc1 (centres undefined)	·	·	-0.3	-28	0.9	0.9	-6	1	-2.3	-7
CCN(CC)CC(=O)NN=C(c1ccccc1)c1ccccc1	0.1	1	-0.4	·	1	1	-6	-2	2.8	19
CNC(=S)NNC(=O)CNc1ccc(C)c(Cl)c1	-0.3	-3	-0.1	-2	1	1	-3	-5	0.5	-7
CCOC(=O)COn1c(=O)c(C)[n+]([O-])c2ccccc21	-0.7	-2	0.2	·	1	0.9	-6	2	0.1	-7
CCCC(C(=O)NC1CCCCC1)N(CC1CCCO1)C(=O)CNS(=O)(=O)c1ccc(F)cc1 (centres undefined)	1.8	-2	-0.4	3	1	0.9	-6	-9	-1.6	22
O=C(CCNS(=O)(=O)c1ccc(Cl)cc1)N1CCC2(O)CCCCC2C1 (centres undefined)	0.8	-6	0.0	-23	1	1	-9	-6	0.2	-10
COc1cccc(/C=N/NC(=O)c2ccc(OCc3cccc(Br)c3)cc2)c1	2.9	0	-0.3	·	0.9	0.9	-12	-4	4.2	2
COc1ccc(Cn2ccnc2CO)cc1[N+](=O)[O-]	1.3	3	-0.4	2	1.2	1.1	-1	-10	-0.3	-4
Cc1nn(Cc2ccccc2)c(C)c1C(=O)NCCN1C(=O)S/C(=C\c2ccccc2)C1=O	0.9	-12	-0.4	-4	0.8	0.9	0	1	0.6	-3
Cn1nnnc1SCC(=O)NCC(=O)c1ccccc1	1.9	0	-0.2	·	1.1	1	-4	-5	-0.2	-7
CC1=C(C(=O)NCCN2CCOCC2)C2(CCC(C)CC2)OC1=O (centres undefined)	-0.3	0	-0.1	-17	0.8	0.8	-10	-2	0.2	-2
O=C(CCN1C(=O)c2ccccc2C1=O)Nc1ccc(F)cc1	3.1	-4	-0.5	-13	0.8	0.9	-4	-1	2.1	-1
c1ccc(-c2csc3nnc(SCc4ccc5c(c4)OCO5)n23)cc1	-0.5	-9	-0.2	16	0.8	0.9	-14	-6	-1.0	20

Screening results deposited in PubChem by several laboratories.

Hits appear at their usual frequency (roughly 12% active in at least one column).
